Lipid droplet – hepatic lipid droplet formation modulation. AML12 mouse hepatocytes, oleate lipid droplets, BODIPY imaging. inhibition, % at 6.5 µM. actives 0.4% (n = 240,000);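 active means lipid droplet intensity inhibited by at least 50%, with more than 500 cells counted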
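System: AML12 hepatocytes (mouse). Probe or stimulus: oleic acid at 100 µM to induce lipid droplet formation. Times: overnight treatment with compound plus oleate. Detection: Image-based BODIPY and DAPI two-channel analysis. Evaluation: percent inhibition of filter-corrected integrated lipid droplet intensity per well.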
ER stress rescue – rescue of cells from ER stress-induced death, primary screen, 384-well, CSM14.1, thapsigargin, ATP luminescence (AID 1222); CSM14.1 thapsigargin-induced death rescue, ATP luminescence; higher % means a stronger effect; cellular ATP content (survival), % at 20 µM; hits with a dose series show EC50 in µM; 190,000 tested, under 10 active;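 active means EC50 below 50 µM in the dose-response confirmation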;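 further: death triggered by thapsigargin at about 15 µM added after 2 h compound pretreatment; cell ATP read after overnight thapsigargin exposure of roughly 18 to 22 hours; normalized against plate controls of thapsigargin alone and 5% DMSO vehicle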
Insulin prom up – MIN6 insulin promoter up-regulation; z-score at 5 µM; MIN6 insulin promoter-GFP reporter, high-content imaging; stronger effect = higher value; actives 0.3% (n = 190,000);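 active means z-score above 3 at 5 µM with at least 500 cells counted in the well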
MT stabilizer – microtubule stabilization, imaging screen. AID 2205. HeLa tubulin immunostaining HCS, 24 h; share of cells brighter than vehicle mean+2SD. actives 0.83% (n = 200,000). % tubulin-high responders, % at 10 µM;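 active means plate Z-score above 3 for both tubulin-high and condensed-nucleus cell shares, with cell loss under 80%, at 10 µM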;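 further: anti alpha tubulin signal scored within the nucleus-defined area of each cell; some results filed as inactive read as strong as hits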
Autophagy mod – alters autophagy in cells. AID 463193. calls only at 10 µM (by protocol). actives 0.98% (n = 190,000). MEF GFP-LC3 puncta imaging; test concentration mostly 10 µM;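 active means percentage of spot-positive cells more than 3 SD above its plate mean, without a fluorescence outlier flag or 80% toxicity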;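 further: spot-positive cell cutoff set from DMSO-treated cells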
Salmonella PhoP GFP – PhoP-dependent GFP reporter repression – Salmonella Typhimurium, primary screen (AID 1863); actives 0.16% (n = 300,000); inhibition, % at 50 µM, or IC50 in µM where a hit was titrated; S. Typhimurium PhoP-regulated promoter GFP reporter, 4 h; higher % means a stronger effect;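 active means inhibition over 29.93%, a cutoff 3 SD above the screen mean, later confirmed by dose response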;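 further: 0% = low Mg2+ inducing control and 100% = high Mg2+ repressing control; strong numbers were not always called active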
Dynein transport – blocks dynein driven cargo transport along microtubules; 3617.4 mouse cells, GR-EGFP nuclear translocation imaging; test concentration mostly 20 µM; stimulated with dexamethasone, 1 µM; stronger effect = lower value; z-score, hits read low; actives 0.47% (n = 220,000); AID 1381;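 active means plate z-score of nuclear minus cytoplasmic receptor signal below a set negative limit, without overly bright fluorescence or cell loss, cut at about -3.5 in these data, passing the limit was not always enough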;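 further: z-score of nuclear minus cytoplasmic ring GR-EGFP intensity difference per well; some compounds called inactive have numbers as strong as hits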
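Buffer or medium: tet-free, stripped-serum medium; Also added: dexamethasone, 1.0 µM final; Technique: high-content fluorescence imaging after fixation; Times: 48 h induction, 1 h compound, 30 min dex at 37 °C; Read-out: per-cell GR-EGFP intensity, nucleus versus surrounding cytoplasmic ring, well-averaged.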
T cell modulator – T cell immune modulators affecting CD8 T cell-vesicle binding; 2C CD8+ T cell-vesicle binding, flow cytometry; stronger effect = lower value; actives 0.068% (n = 330,000); calls only at 7 µM;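 active means response, share of CD8 T cells binding vesicles, and their 90th percentile fluorescence all below set limits, cut at about 80% in these data, passing the limit was not always enough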
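Benchmarks: naked versus QL9-loaded vesicles / Assay system: purified 2C TCR transgenic mouse naive CD8+ T cells / Technique: high-throughput flow cytometry with anti-B7-1 and anti-CD8 staining / Timing: Cell–vesicle co-incubation 1.5 h at 37 °C, staining 20 min on ice / Read-out: percent CD8+ FL2 mean versus row control / Probe or stimulus: QL9-loaded Drosophila micro-vesicles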
b-catenin transl – beta-catenin nuclear translocation modulation. HeLa beta-catenin nuclear translocation, immunofluorescence imaging. nuclear translocation activity, % at 5 µM. actives 0.3% (n = 190,000);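 active means nuclear translocation activity above 50% at 5 µM, with a well cell count of 50 or more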;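 further: per-cell ratio of nuclear to cytoplasmic median beta-catenin stain intensity; plate controls were DMSO negative control for no effect and GSK-3 inhibitor IX positive control for full effect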
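Test system: human HeLa cell line; Doses: 5 µM primary, 0.02–20 µM confirmation; Incubation: 24 h compound exposure, 37°C; Detection: beta-catenin immunofluorescence imaging with DAPI; Read-out: beta-catenin nuclear/cytoplasmic ratio, % activation.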
Dynein transport cytoplasmic EGFP – recorded beside Dynein transport, whose call it bears; z-score; measured here: cytoplasmic GR-EGFP intensity; stronger effect = higher value
Dynein transport nuclear GR-EGFP – also measured in Dynein transport; calls as there; z-score; measured here: nuclear GR-EGFP intensity;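 lower value marks the stronger effect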
Dynein transport cell count – further read-out of Dynein transport, marked with its call; z-score; measured here: cell count per field
Insulin prom up cell count – further read-out of Insulin prom up, marked with its call; cell count; measured here: cytotoxicity, nuclei count;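 total cells summed across four imaged fields per well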
Lipid droplet cells 6.5 µM – further read-out of Lipid droplet, marked with its call; cell count; measured here: cell count, cytotoxicity flag;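 cells counted across two imaged fields per well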
b-catenin transl cell count 5 µM – recorded beside b-catenin transl, whose call it bears; cell count; measured here: cell count, cytotoxicity flag
T cell modulator vesicle-bound % – further read-out of T cell modulator, marked with its call; double positive events, %; measured here: CD8+ vesicle-bound cell fraction;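 binding gate set so that unloaded-vesicle control wells show 10% double positive cells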
MT stabilizer Hoechst-high % – also measured in MT stabilizer; calls as there; % Hoechst-high responders; measured here: nuclear condensation Hoechst responders;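 share of cells brighter than vehicle mean plus two SD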
MT stabilizer cytotoxicity % – further read-out of MT stabilizer, marked with its call; toxicity, %; measured here: cytotoxicity by cell density;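 0% = mean cell density of plate MIN control wells and 100% = no cells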
Autophagy mod cell loss 18 h – recorded beside Autophagy mod, whose call it bears; toxicity, %; measured here: cell loss, nuclei count;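 cell loss after 18 h compound exposure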
An asterisk follows results filed as active; i = inactive; nt = no result given.

SMILES | Lipid droplet | Lipid droplet cells 6.5 µM | ER stress rescue | Insulin prom up | Insulin prom up cell count | MT stabilizer | MT stabilizer Hoechst-high % | MT stabilizer cytotoxicity % | Autophagy mod | Autophagy mod cell loss 18 h | Salmonella PhoP GFP | Dynein transport | Dynein transport cytoplasmic EGFP | Dynein transport nuclear GR-EGFP | Dynein transport cell count | T cell modulator | T cell modulator vesicle-bound % | b-catenin transl | b-catenin transl cell count 5 µM
S=c1[nH]nc(C2CCCCC2)o1 | 0 | 677 | -0.9% | -0.28 | 1235 | 1.6 | 2.2 | 1.9 | i | 2 | -4% | 1.2 | -0.073 | 0.71 | -0.73 | i | 10 | -1.1 | 1152
Cc1cnn(CCC(=O)NNC(=S)Nc2ccccc2)c1 | nt | nt | -0.9% | 0.62 | 1444 | 2.3 | 1.9 | 8.4 | i | 8 | 2% | -0.98 | -0.24 | -0.19 | 1.7 | i | 5 | 0.8 | 772
CC(NC(=O)C1CCC(=O)N1Cc1ccc(F)cc1)c1ccc2c(c1)OCCO2 (stereo unspecified) | nt | nt | 1.5% | -1.3 | 961 | 5.2 | 3.3 | 6.0 | i | 8 | 1% | -0.56 | -0.26 | -0.21 | 0.71 | i | 38 | -1.1 | 1136
CN1CCN(Cc2c(O)ccc3occ(C(=O)c4ccccc4)c23)CC1 | -12 | 634 | 0.6% | 0.52 | 1653 | 2.9 | 2.1 | 12 | i | 13 | -1% | 0.21 | -0.46 | -0.064 | 0.02 | i | 14 | -1.6 | 1043
CC(=O)N1CCN(Cc2nc(C(c3ccccc3)c3ccccc3)no2)CC1 | 16 | 720 | 0.0% | 0.27 | 1419 | 2.4 | 1.7 | 7.2 | i | -1 | -1% | -0.11 | 0.17 | -0.13 | 0.15 | i | 51 | 2.0 | 1104
COC(=O)c1ccc(S(=O)(=O)NCc2cccc(OC)c2)n1C | nt | nt | -1.7% | 0.77 | 1149 | 2.9 | 2.6 | 2.3 | i | -13 | -14% | -0.74 | -0.23 | -0.21 | 0.83 | i | 45 | -5.7 | 930
Cc1cc(N2CCN(c3nc4ccccc4s3)CC2)n2ncnc2n1 | nt | nt | 2.9% | -2.6 | 737 | 2.2 | 3.1 | 10 | i | -1 | -4% | 0.38 | -0.12 | 0.21 | 0.038 | i | 58 | 1.2 | 1429
COC(=O)c1cc(N2C(=O)C3C(C2=O)C2(C)C=CC3(C)O2)ccc1Cl (stereo unspecified) | 13 | 673 | -2.1% | -0.37 | 1895 | 1.9 | 3.7 | 9.8 | i | -2 | 15% | -3 | 5 | -0.66 | -2.8 | i | 31 | -2.0 | 1133
CN(CCOC(=O)c1ccco1)Cc1ccccc1 | 11 | 831 | -1.0% | 0.24 | 872 | 2.2 | 1.5 | 2.8 | i | -5 | 7% | -0.94 | -0.087 | -0.33 | 0.91 | i | 43 | nt | nt
CCN(CC)C1=NC=CC(c2ccccc2)=CC1C (stereo unspecified) | 8 | 699 | -1.1% | -0.1 | 1180 | 2.1 | 3.0 | 4.4 | i | -4 | 2% | -0.34 | -0.17 | -0.19 | 0.54 | i | 18 | -0.7 | 520
CCC(C)C(NC(=O)c1ccccc1NC(=O)c1ccc(C)cc1)C(=O)O (stereo unspecified) | -8 | 692 | -0.2% | nt | nt | 2.7 | 1.9 | 5.4 | i | 10 | -7% | -0.86 | 0.052 | -0.49 | 0.51 | i | 47 | -1.8 | 1100
CCC(NC(=O)c1ccccc1NC(=O)c1ccco1)C(=O)O (stereo unspecified) | nt | nt | 0.7% | 0.56 | 1335 | 2.1 | 1.4 | 7.5 | i | -6 | -3% | 0.52 | -0.08 | 0.41 | -0.42 | i | 50 | -1.8 | 1251
CCC(=O)N1CCN(c2ccc(NC(=O)c3c(F)c(F)c(OC)c(F)c3F)cc2)CC1 | 11 | 834 | -0.4% | 0.34 | 934 | 2.8 | 3.0 | 9.0 | i | 4 | -13% | 1.9 | -0.19 | 0.91 | 0.43 | i | 7 | nt | nt
COc1ccc(S(=O)(=O)NCc2ccc3c(c2)OCO3)cc1C | 2 | 711 | -4.0% | nt | nt | 4.2 | 2.8 | 6.5 | i | 3 | -2% | -1.1 | -0.27 | -0.32 | 1.8 | i | 17 | -12 | 1274
COc1ccc(CNC(=O)C2COc3ccccc3O2)cc1 (stereo unspecified) | -7 | 752 | -0.9% | nt | nt | 3.7 | 2.0 | 9.6 | i | -2 | -1% | -0.72 | -0.25 | -0.54 | 0.26 | i | 35 | -4.2 | 1164
CCOC(=O)C1(C)/C(=N/Nc2cccc(Cl)c2)C(=O)C(=O)N1c1ccccc1 (stereo unspecified) | nt | nt | -0.9% | -1.4 | 1647 | 3.0 | 2.1 | 6.1 | i | 7 | -9% | -0.15 | -0.2 | -0.92 | -0.089 | i | 16 | -2.2 | 1348
COCC1CCN(Cc2cn[nH]c2-c2ccc(OC)c(F)c2)C1 (stereo unspecified) | 18 | 720 | nt | 0.11 | 1187 | nt | nt | nt | nt | nt | -4% | 0.63 | -0.23 | 0.32 | -0.1 | i | 13 | 1.2 | 1300
CS(=O)(=O)N1N=C(c2ccco2)CC1c1cccc([N+](=O)[O-])c1 (stereo unspecified) | -11 | 687 | nt | 0.51 | 1162 | nt | nt | nt | nt | nt | -3% | 0.97 | -0.21 | 0.58 | -0.62 | i | 55 | 1.5 | 1193
O=C(NCCCn1ccnc1)c1cccnc1 | 0 | 757 | -1.1% | nt | nt | 2.2 | 1.2 | 1.5 | i | 5 | 5% | -0.89 | -0.27 | -0.99 | 0.99 | i | 18 | -0.5 | 1191
CC(C)c1nnc(NC(=O)c2cc3cc(Br)ccc3oc2=O)s1 | -8 | 691 | nt | 0.41 | 1042 | nt | nt | nt | nt | nt | -8% | -0.85 | -0.24 | -0.0066 | -0.19 | i | 39 | -0.8 | 1306
Cc1cc(NC(=O)c2ccc(Cl)cc2)n(CCOC(=O)c2ccc(Cl)cc2)n1 | 8 | 639 | -2.1% | -0.33 | 1394 | 2.0 | 1.2 | 6.7 | i | 3 | -1% | 0.57 | -0.26 | 0.18 | -0.36 | i | 26 | -0.3 | 1111
CC(=O)Nc1ccc(NC(=O)C(C)OC(=O)CNS(=O)(=O)c2cccc(Cl)c2)cc1 (stereo unspecified) | 1 | 673 | 2.4% | -0.11 | 1418 | 1.7 | 4.2 | 7.0 | i | -10 | -7% | -0.69 | 0.33 | 0.48 | 0.42 | i | 24 | -4.3 | 1151
CCOc1ncccc1C(=O)NCc1ccccc1F | 12 | 756 | 3.3% | -1.4 | 1468 | 3.5 | 2.6 | 5.1 | i | 4 | -2% | -0.38 | -0.34 | 0.47 | -0.16 | i | 58 | 1.7 | 1487
CC(=O)Nc1sc(-c2ccc(Cl)cc2)nc1-c1ccccc1 | 5 | 669 | nt | -0.53 | 966 | nt | nt | nt | nt | nt | nt | 0.33 | -0.2 | 0.7 | -0.25 | i | 39 | 0.3 | 1286
CCCCSc1cc(=O)n(-c2ccccc2)nc1C(=O)OCC | nt | nt | -0.9% | -0.12 | 1208 | 3.4 | 1.1 | 7.4 | i | 11 | 9% | 0.22 | -0.16 | -0.2 | -0.56 | i | 9 | -0.5 | 886
O=C(CSc1nnc(-c2cccs2)n1-c1ccccc1)NCc1ccco1 | -1 | 730 | -2.2% | -0.7 | 1309 | 2.6 | 2.3 | 21 | i | -4 | 6% | -0.39 | -0.24 | -0.1 | -0.14 | i | 14 | -1.6 | 1082
N#Cc1cc2c(nc1SCc1ccccc1)CCCCC2 | nt | nt | -1.3% | -0.43 | 1117 | 2.9 | 1.4 | 5.2 | i | 2 | 2% | -0.69 | -0.22 | -0.23 | 1.5 | i | 51 | 1.5 | 1427
CC(=O)OC1CC(n2ccc(NC(=O)c3ccccc3)nc2=O)OC1CO (stereo unspecified) | nt | nt | -1.6% | -0.28 | 1468 | 2.3 | 1.9 | 6.7 | i | 1 | 9% | -0.45 | -0.12 | -0.36 | -0.11 | i | 33 | -2.2 | 993

Compound profiles, as listed above. Screens in order: Lipid droplet | Lipid droplet cells 6.5 µM | ER stress rescue | Insulin prom up | Insulin prom up cell count | MT stabilizer | MT stabilizer Hoechst-high % | MT stabilizer cytotoxicity % | Autophagy mod | Autophagy mod cell loss 18 h | Salmonella PhoP GFP | Dynein transport | Dynein transport cytoplasmic EGFP | Dynein transport nuclear GR-EGFP | Dynein transport cell count | T cell modulator | T cell modulator vesicle-bound % | b-catenin transl | b-catenin transl cell count 5 µM
Profile of CCOC(=O)C1(C)/C(=N/Nc2cccc(Cl)c2)C(=O)C(=O)N1c1ccccc1 (stereo unspecified) : nt | nt | -0.9% | -1.4 | 1647 | 3.0 | 2.1 | 6.1 | i | 7 | -9% | -0.15 | -0.2 | -0.92 | -0.089 | i | 16 | -2.2 | 1348
Profile of CCCCSc1cc(=O)n(-c2ccccc2)nc1C(=O)OCC : nt | nt | -0.9% | -0.12 | 1208 | 3.4 | 1.1 | 7.4 | i | 11 | 9% | 0.22 | -0.16 | -0.2 | -0.56 | i | 9 | -0.5 | 886

Assay outcomes from PubChem BioAssay.
